Screening data deposited in PubChem BioAssay by National Center for Advancing Translational Sciences (NCATS).
Pol iota inh: blocks human DNA polymerase iota activity; Potency, µM (titrated, usually from 115 µM), for inactives: top-dose activity, negative = inhibition, hits mostly inhibitors; Pol iota fluorescent replication assay, 10 min; Q9UNA4; 390,000 compounds, 1% hits; AID 588590
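Fluorescent replication assay read twice, at 0 min and 10 min after adding 50 nM (final) substrate. Enzyme (10 nM) and compounds were first incubated 15 min at room temperature; enzyme-free buffer wells were negative controls.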
BAZ2B inh: BAZ2B (human) inhibition; Q9UIF8; Potency, µM (top dose mostly 114 µM), inactives show top-dose activity change, negative = inhibition, most hits filed as inhibitors; 360,000 compounds, 4.4% hits; AlphaScreen BAZ2B-H3K14Ac peptide displacement; AID 504333; also: % is scaled to controls: 0 for no effect and ±100 for the full control effect; nearly all actives have a fitted effect of over 60% in size
Target sequence (Q9UIF8 whole entry, looked up): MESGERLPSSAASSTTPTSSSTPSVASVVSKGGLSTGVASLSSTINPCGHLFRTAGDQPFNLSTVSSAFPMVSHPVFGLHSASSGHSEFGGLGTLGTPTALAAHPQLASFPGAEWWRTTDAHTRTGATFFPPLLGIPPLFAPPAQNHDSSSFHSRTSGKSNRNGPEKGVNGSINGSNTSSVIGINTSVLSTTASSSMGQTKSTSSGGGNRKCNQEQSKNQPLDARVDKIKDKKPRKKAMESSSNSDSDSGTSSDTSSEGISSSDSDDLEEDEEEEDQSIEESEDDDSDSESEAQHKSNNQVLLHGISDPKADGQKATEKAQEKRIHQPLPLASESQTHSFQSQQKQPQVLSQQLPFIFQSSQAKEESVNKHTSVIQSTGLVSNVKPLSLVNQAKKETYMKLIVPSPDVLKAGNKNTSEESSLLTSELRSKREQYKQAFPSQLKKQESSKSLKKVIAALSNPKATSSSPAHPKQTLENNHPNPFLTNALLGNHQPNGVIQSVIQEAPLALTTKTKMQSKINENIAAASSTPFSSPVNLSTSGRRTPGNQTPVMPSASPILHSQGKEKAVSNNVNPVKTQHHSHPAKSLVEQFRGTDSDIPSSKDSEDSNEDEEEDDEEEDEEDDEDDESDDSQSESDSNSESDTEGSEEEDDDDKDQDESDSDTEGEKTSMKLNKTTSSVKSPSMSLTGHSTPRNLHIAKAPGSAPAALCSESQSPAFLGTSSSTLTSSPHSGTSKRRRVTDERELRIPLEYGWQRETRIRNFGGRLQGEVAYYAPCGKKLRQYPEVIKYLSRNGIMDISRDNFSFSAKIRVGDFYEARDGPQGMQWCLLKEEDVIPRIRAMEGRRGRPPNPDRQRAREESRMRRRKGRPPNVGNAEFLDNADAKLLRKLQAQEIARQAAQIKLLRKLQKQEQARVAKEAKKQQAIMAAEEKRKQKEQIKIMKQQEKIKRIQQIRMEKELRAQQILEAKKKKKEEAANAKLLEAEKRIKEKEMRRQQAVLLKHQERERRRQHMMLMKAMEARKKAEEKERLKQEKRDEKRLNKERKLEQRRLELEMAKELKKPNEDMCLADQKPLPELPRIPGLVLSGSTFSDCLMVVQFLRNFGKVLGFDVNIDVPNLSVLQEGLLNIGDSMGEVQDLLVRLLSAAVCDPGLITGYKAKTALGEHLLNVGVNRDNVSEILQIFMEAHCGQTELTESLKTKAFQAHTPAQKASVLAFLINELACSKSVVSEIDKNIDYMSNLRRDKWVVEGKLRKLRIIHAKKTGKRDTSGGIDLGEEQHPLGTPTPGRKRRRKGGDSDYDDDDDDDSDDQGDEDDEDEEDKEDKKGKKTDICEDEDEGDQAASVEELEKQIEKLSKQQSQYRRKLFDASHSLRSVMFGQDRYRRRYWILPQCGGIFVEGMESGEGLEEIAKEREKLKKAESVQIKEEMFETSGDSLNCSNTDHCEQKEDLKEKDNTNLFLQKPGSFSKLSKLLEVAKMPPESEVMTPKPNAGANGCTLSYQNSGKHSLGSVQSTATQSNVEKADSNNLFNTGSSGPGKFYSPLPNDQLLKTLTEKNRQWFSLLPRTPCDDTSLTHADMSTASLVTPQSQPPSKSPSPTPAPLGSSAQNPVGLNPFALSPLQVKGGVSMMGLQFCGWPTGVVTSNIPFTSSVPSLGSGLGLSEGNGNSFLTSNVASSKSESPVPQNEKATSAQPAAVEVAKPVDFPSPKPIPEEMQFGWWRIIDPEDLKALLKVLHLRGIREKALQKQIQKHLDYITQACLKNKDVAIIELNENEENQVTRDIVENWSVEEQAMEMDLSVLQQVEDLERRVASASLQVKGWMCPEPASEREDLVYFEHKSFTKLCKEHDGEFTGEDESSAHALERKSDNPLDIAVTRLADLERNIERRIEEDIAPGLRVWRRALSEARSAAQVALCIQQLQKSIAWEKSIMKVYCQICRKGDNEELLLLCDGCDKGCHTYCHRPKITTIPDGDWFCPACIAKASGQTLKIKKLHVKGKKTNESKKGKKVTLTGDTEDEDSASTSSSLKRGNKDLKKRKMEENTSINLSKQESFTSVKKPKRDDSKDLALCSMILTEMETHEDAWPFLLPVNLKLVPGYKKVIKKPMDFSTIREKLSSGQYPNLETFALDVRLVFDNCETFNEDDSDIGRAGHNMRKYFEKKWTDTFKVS
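Complex of BAZ2B and biotin-H3K14Ac (50 nM apiece) forms over 30 min at RT, then faces library compounds up to 110 uM for another 30 min; AlphaScreen beads added, 20 min dark incubation, luminescence read.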
GLS inh: blocks human kidney-isoform glutaminase activity; O94925; GLS enzymatic activity, qHTS titration; Potency, µM (titrated, usually from 45.5 µM), for inactives: at the highest dose activity change, negative = inhibition, hits mostly inhibitors; 410,000 compounds, 0.21% hits; AID 624170; also: % is scaled to controls: 0 for no effect and ±100 for the full control effect
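Human kidney-isoform GLS in 45 mM KH2PO4 pH 8.2, 0.02% Tween-20, with compound, started with 1mM L-Glutamine (added stock). Glutamate oxidase/HRP/Amplex red coupled fluorescence read at start and after 30 min at RT.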
BLM inh: blocks DNA unwinding by human BLM helicase | 350,000 compounds, 0.2% hits | recombinant BLM DNA unwinding, fluorescence dequenching | P54132 | AID 2528 | Potency, µM (doses to about 56.1 µM), for the others: at the highest dose activity change, negative = inhibition, actives largely listed as inhibitors;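 also: plate controls were vehicle for no effect and no enzyme for full effect; nearly all actives have a fitted effect of over 35% in size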
PGK inhibitor: T. brucei PGK inhibition. PGK/GAPDH coupled, Kinase-Glo luminescence, 60 min. Potency, µM (highest dose often 57.5 µM), for the others: at the highest dose activity change, negative = inhibition, most hits filed as inhibitors. 380,000 compounds, 0.043% hits. AID 602233; also: % is scaled to controls: 0 for no effect and ±100 for the full control effect; nearly all actives have a fitted effect of over 60% in size
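Recombinant glycosomal PGK reaction used 1,3-bisphosphoglycerate generated in-well by GAPDH (100nM final) in 100mM TEA pH 7.6, 5mM MgCl2, 0.01% Tween-20. After 60 minutes at room temperature, ATP was read by Kinase-Glo Plus luminescence end-point.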
Pin1 inh: blocks the human prolyl isomerase Pin1; AID 504891; Potency, µM (top dose mostly 115 µM), for inactives: at the top dose activity, negative = inhibition, actives largely listed as inhibitors; Q13526; 390,000 compounds, 0.009% hits; Pin1 FP peptide displacement, HiFluor488, 10 min; active = well fitted inhibition curve with a large enough effect in the polarisation, with a control signal flat, not every such curve was filed as active; inconclusive = small, poorly fitted or top-dose-only effect, or effect the other way, or a change in a side signal; inactive = no such curve, though single readings can be large or run the other way; the % refers to the polarisation; also: % is scaled to controls: 0 for no effect and ±100 for the full control effect
JMJD2A Tudor: JMJD2A Tudor domain (human) inhibition. O75164. AlphaScreen JMJD2A-Tudor / H3K4me3 peptide binding. Potency, µM (top dose mostly 114 µM), inactives show top-dose activity change, negative = inhibition, usual class: inhibitors. 390,000 compounds, 4.4% hits; also: % is scaled to controls: 0 for no effect and ±100 for the full control effect; nearly all actives have a fitted effect of over 50% in size
G9a inh: blocks human histone lysine methyltransferase G9a. Q96KQ7. 350,000 compounds, 8.8% hits. AID 504332. G9a H3K9 monomethylation, AlphaScreen, 2 h. Potency, µM (top dose mostly 102 µM), inactives show at the highest dose activity, negative = inhibition, hits mostly inhibitors; also: % is scaled to controls: 0 for no effect and ±100 for the full control effect; nearly all actives have a fitted effect of over 75% in size
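Compounds were preincubated with 20 nM G9a for 15 min, after which biotinylated H3K9 peptide (500 nM) and SAM (20 uM) started a 2 h room-temperature reaction. Monomethylated product was quantified by antibody-based AlphaScreen chemiluminescence.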
HP1b binding inh: blocks HP1-beta chromodomain binding to methylated histone tails; Potency, µM (doses to about 114 µM), without a hit: at the top dose activity change, negative = inhibition, most hits filed as inhibitors; P83916; AID 540317; AlphaScreen HP1-beta / biotin-H3K9me3 peptide binding; 390,000 compounds, 0.56% hits; also: nearly all actives have a fitted effect of over 70% in size; inactives centre near 23
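Compound inhibition of the preformed complex between 50 nM HP1-beta and 50 nM biotinylated H3K9me3 peptide was read by AlphaScreen. Buffer was PBS pH 7.4 with 0.01% Tween-20. Incubations ran 30 min at room temperature, with 10 ug/mL donor/acceptor beads.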
* marks the source's active call; other numbers are inactive results; i = inactive; ? = inconclusive; . = not tested or not shown; & = joins results of further samples; [ ] = dose if it differs, or a comment. Unless noted, calls follow the shape of the dose curve; as a rule, active = well fitted curve in the direction sought with a large enough effect; inconclusive = small, poorly fitted or top-dose-only effect, or another doubt; inactive = no such curve, though single readings can be large; an effect the other way counts as inactive or inconclusive. Potency is read from the fitted curve at half-maximal effect. Only part of the results is shown, so the mix of outcomes need not match the whole.

BLM inh | Pol iota inh | GLS inh | HP1b binding inh | PGK inhibitor | G9a inh | BAZ2B inh | Pin1 inh | JMJD2A Tudor | Structure
-1% | 9% | 7% | 42%[activator] | -7% | . | 4% | -2% | -6% | CCCn1c(SCC(=O)c2ccc(CC)cc2)n[nH]c1=O
0% | -7% | -4% | 29% | 2%[11.5 µM] | -20% | -3% | 2% | -5% | O=C(NCCN1CCOCC1)C1CCN(S(=O)(=O)N2CCCCC2)CC1
-3% | 13% | 2% | 24% | i | 4% | 10% | 1% | -5% | O=C(Nc1nccs1)Oc1ccccc1
-3% | 93%[activator] | 0% | 0% | -3% | -36% | -13% | 1% | -18% | CCOC(=O)c1c(NC(=O)/C=C/C(=O)O)sc(C)c1-c1ccc(F)cc1
3% | 75%[activator] | -15% | -21% | 2% | 11µM* | 3% | -3% | -27% | CCCn1c(=S)[nH]c2ccc(C(F)(F)F)cc21
2% | -1% | 2% | 20% | -1% | -34% | -6% | 0% | -9% | c1ccc(CCN2CN(CCCN3CCOCC3)c3nc4ccccc4n3C2)cc1
0% | -3% | -9% | 6% | -5% | -5% | -19% | -4% | -6% | O=C(Nc1cccc(S(=O)(=O)N2CCCC2)c1)c1ccncc1
-4% | -17% | -11% | 27% | 1% | -1% | -25% | -1% | -10% | CN1CCN(c2cc(C(F)(F)F)nc3ccc(F)cc23)CC1
-4% | -3% | -2% | ? | . | 1.1µM* | ? | -5% | -19% | COCCSc1ccccc1C(=O)Nc1cc(C)on1
. | 140%[activator] | 2% | -38% | -1% | . | . | 0% | ? | Cc1ccccc1Sc1ncccc1[N+](=O)[O-]
-4% | -1% | 0% | 46%[activator] | -9% | 19% | -13% | 2% | -13% | COc1ccc(CCNC(=O)C2CCN(C(=O)c3ccc(C(C)(C)C)cc3)CC2)cc1
-16% | 128%[activator] | 0% | ? | -7% | . | -14% | 0% | ? | CCCCc1ccc(NC(=O)N2CCNC(=O)C2CC(=O)Nc2ccsc2C(=O)OC)cc1 (stereo not given)
-3% | 40%[activator] | 0% | 35% | -4% | . | -2% | 0% | 3% | CCc1cc2cc(C)cc(C)c2nc1SCC(=O)Nc1cc(C)on1
1% | -3% | 10% | 19% | -10% | ? | 0% | -1% | 5% | COc1cccc(NC(=O)CCN2CCN(CCO)CC2)c1
-6% | ? | -17% | 27% | -11% | . | 0% | -8% | -4% | CCCN(CCC)C(=O)Nc1ccc(F)cc1F
-7% | ? | -9% | -10% | ? | ? | -26% | ? | ? | O=C(Nc1ncc([N+](=O)[O-])s1)c1ccc2c(c1)OCO2
4% | 18% | 8% | 22% | 0% | ? | 2% | -3% | 5% | COC1=NS(=O)(=O)c2ccccc21
2% | 6% | 1% | 39%[activator] | -4% | 5% | -14% | -2% | 2% | Cc1ccc(C)c(N(C)C(=O)c2ccc3c(=O)n4c(nc3c2)CCCCC4)c1
. | 2%&21% | 4% | 39% | 6% | . | . | ? | -23% | O=C1[C@H](Cc2ccccc2)NCCCC[C@@H](c2ccc(Cl)cc2)N1Cc1ccc(Cl)cc1
-7% | 27% | -10% | 59%[activator] | i | . | -4% | -3% | -16% | O=C(O)CCC(=O)Nc1cccc(-c2nc3ccccc3o2)c1
-1% | -10%[58.9 µM] | 4% | ? | -1% | 32µM* | 56µM* | 7% | 1.4µM* | CCOc1cc(CN2CCN(c3ccc(C(C)=O)cc3)CC2)ccc1OC
0% | -3% | -4% | 13% | -3% | ? | -12% | 3% | ? | CCn1c(C)[n+](CCCS(=O)(=O)[O-])c2cc(Cl)c(Cl)cc21
0% | 21% | -1% | 46%[activator] | 8% | 10%[59 µM] | 4% | 23% | -2% | COc1cc2c(-c3cc(Br)ccc3O)nc3c(c(C)nn3-c3ccccc3)c2cc1OC
-4% | -5% | 12% | 17% | -4% | 16µM* | 3% | 7% | -27% | COc1cccc(/C=N/N2C(=O)NC3(CCCCC3)C2=O)c1O
-1% | 15% | 0% | 15% | -1% | -3% | 25% | -2% | -18% | O=C(Cn1c2ccc(F)cc2c2nc3n(c(=O)c21)CCS3)N1CCCC1
-2% | 30% | 0% | 56%[activator] | -6% | ? | -39% | -9% | -3% | Cc1nonc1CN(C)C(=O)c1ccc(OC2CCN(Cc3ccccn3)CC2)cc1
1% | 4% | -11% | 9% | i | 14%[59 µM] | -2% | -5% | -13% | O=C(NC1CC(=O)N(c2ccccc2)C1)C1CCCC1 (stereo not given)
-1% | 15% | 6% | 35%[activator] | i | -33% | 6% | -1% | -13% | COc1cc(OC)c(S(=O)(=O)Nc2ccccc2NC(=O)CN2CCOCC2)cc1NC(C)=O
. | -14% | 13% | 33% | 2% | 20% | 6% | ? | -17% | O=C(COC(=O)/C=C/c1ccc2ccccc2n1)NNC(=O)c1ccc([N+](=O)[O-])cc1
-7% | 7% | 15% | 8% | -1% | . | -6% | 1% | -5% | Cc1cc(C)n(CC(=O)N2CCCC(N3CCN(c4ccccc4C)CC3)C2)n1 (stereo not given)
-8% | 10% | 0% | 43%[activator] | i | -29%[59 µM] | 3% | 6% | -12% | CCOc1ccc(S(=O)(=O)NCC(c2cccs2)S(=O)(=O)c2ccc(C)cc2)cc1 (stereo not given)
-8% | 10% | 1% | 37% | i | 5%[59 µM] | -1% | 8% | -9% | Cc1ccccc1Nc1ncnc2c1c(-c1ccccc1)cn2-c1ccc(F)cc1
. | 27% | 2% | 31% | -4% | 10%[59 µM] | -12% | -6% | -16% | CCCCNC(=O)CN(Cc1ccco1)S(=O)(=O)c1ccc(C(C)=O)cc1
0% | -13% | -4% | 35% | 3% | 7%[59 µM] | 1% | -5% | -12% | CCc1cccc(NC(=O)CN2C=NS(=O)(=O)c3ccccc32)c1
-1% | 48%[activator] | -17% | 18% | -3% | . | 7% | 0% | -13% | Brc1ccc(OCCCCN2CCCCC2)cc1
-4% | 9% | . | 19% | -8% | ? | -5% | -6% | 20µM* | Cc1c(-n2c(=S)[nH]c3ccccc3c2=O)c(=O)n(-c2ccccc2)n1C
0% | 26% | -1% | 20% | 2% | 7%[59 µM] | -5% | -5% | -14% | CSc1ncc(Cl)c(C(=O)N(Cc2ccc(C)cc2)C2CCS(=O)(=O)C2)n1 (stereo not given)
. | 10% | 13% | 10% | 0% | -28%[59 µM] | -3% | -2% | 8% | Cc1cccc(NC(=O)CSCC(=O)Nc2ccccc2N2CCCCC2)c1
-3% | 28% | -26% | 54%[activator] | 6% | 17% | -4% | -1% | -6% | COc1ccc(C(=O)CN2C(=O)c3ccccc3C2=O)c(OC)c1
0% | 6% | -7% | 27% | 1% | -12% | ? | -3% | ? | CC1=C(C(=O)Nc2cc(C(=O)N(C)Cc3ccccc3)ccc2C)SCCO1

An excerpt from above with just HP1b binding inh and Pin1 inh.
SMILES	HP1b binding inh	Pin1 inh
CSc1ncc(Cl)c(C(=O)N(Cc2ccc(C)cc2)C2CCS(=O)(=O)C2)n1 (stereo not given)	20%	-5%
Cc1cccc(NC(=O)CSCC(=O)Nc2ccccc2N2CCCCC2)c1	10%	-2%
COc1ccc(C(=O)CN2C(=O)c3ccccc3C2=O)c(OC)c1	54%[activator]	-1%

Looked up by structure from above:
BLM inh | Pol iota inh | GLS inh | HP1b binding inh | PGK inhibitor | G9a inh | BAZ2B inh | Pin1 inh | JMJD2A Tudor | Structure
. | -14% | 13% | 33% | 2% | 20% | 6% | ? | -17% | O=C(COC(=O)/C=C/c1ccc2ccccc2n1)NNC(=O)c1ccc([N+](=O)[O-])cc1
-3% | 28% | -26% | 54%[activator] | 6% | 17% | -4% | -1% | -6% | COc1ccc(C(=O)CN2C(=O)c3ccccc3C2=O)c(OC)c1
. | 27% | 2% | 31% | -4% | 10%[59 µM] | -12% | -6% | -16% | CCCCNC(=O)CN(Cc1ccco1)S(=O)(=O)c1ccc(C(C)=O)cc1
0% | 6% | -7% | 27% | 1% | -12% | ? | -3% | ? | CC1=C(C(=O)Nc2cc(C(=O)N(C)Cc3ccccc3)ccc2C)SCCO1
1% | 4% | -11% | 9% | i | 14%[59 µM] | -2% | -5% | -13% | O=C(NC1CC(=O)N(c2ccccc2)C1)C1CCCC1 (stereo not given)
-1% | 15% | 0% | 15% | -1% | -3% | 25% | -2% | -18% | O=C(Cn1c2ccc(F)cc2c2nc3n(c(=O)c21)CCS3)N1CCCC1
-4% | 9% | . | 19% | -8% | ? | -5% | -6% | 20µM* | Cc1c(-n2c(=S)[nH]c3ccccc3c2=O)c(=O)n(-c2ccccc2)n1C

Continuation.
BLM inh | Pol iota inh | GLS inh | HP1b binding inh | PGK inhibitor | G9a inh | BAZ2B inh | Pin1 inh | JMJD2A Tudor | Structure
4% | 134%[activator] | -20% | 41%[activator] | 4% | 37% | 3% | 1% | 3% | COc1cccc(NC(=O)C2CC(=O)N/C(=N/NC(=O)c3ccc(C)cc3)S2)c1 (stereo not given)
-4% | 22% | 9% | 26% | -6% | 40µM* | 11% | 5% | -2% | O=C(CSc1nnc(-c2cccs2)n1-c1ccccc1)c1ccc2c(c1)OCCO2
2% | 53%[activator] | 1% | 21% | -9% | . | -8% | 3% | -10% | COc1ccc(C(=O)N/C(=C\c2cc(OC)c(OC)cc2[N+](=O)[O-])C(=O)NCC(=O)O)cc1
-4% | 38%[activator] | 3% | 95%[activator] | -9% | 144%[activator] | 58%[activator] | -2% | 38%[activator] | Cc1cc(Cl)ccc1OCc1nc(-c2ccncc2)no1
-1% | 3% | 7% | 25% | -1% | -9%[59 µM] | 11% | -1% | 17%[57.1 µM] | COC(=O)c1oc2ccc(Cl)cc2c1NC(C)=O
-5% | 4% | 1% | 4% | -10% | 9% | 13% | -3% | ? | O=C(NC1=NCCS1)c1ccncc1
-3% | 7% | 2% | 26% | -5% | 11%[59 µM] | -2% | -2% | -11% | Cc1cc(-n2c(SCC(=O)Nc3ccc(Br)cc3)nc3n[nH]c(C)c3c2=N)ccc1Cl
